TRHR enhancer: allosterically enhances the human TRH receptor | P34981 | enhancement, % at 2 µM | actives 0.66% (n = 360,000) | TRHR cells, fluo-8 calcium fluorescence, EC20 TRH enhancement | AID 493056; in the data active = enhancement above about 30%; also: 0% is about no effect
Target sequence (P34981 whole entry, looked up): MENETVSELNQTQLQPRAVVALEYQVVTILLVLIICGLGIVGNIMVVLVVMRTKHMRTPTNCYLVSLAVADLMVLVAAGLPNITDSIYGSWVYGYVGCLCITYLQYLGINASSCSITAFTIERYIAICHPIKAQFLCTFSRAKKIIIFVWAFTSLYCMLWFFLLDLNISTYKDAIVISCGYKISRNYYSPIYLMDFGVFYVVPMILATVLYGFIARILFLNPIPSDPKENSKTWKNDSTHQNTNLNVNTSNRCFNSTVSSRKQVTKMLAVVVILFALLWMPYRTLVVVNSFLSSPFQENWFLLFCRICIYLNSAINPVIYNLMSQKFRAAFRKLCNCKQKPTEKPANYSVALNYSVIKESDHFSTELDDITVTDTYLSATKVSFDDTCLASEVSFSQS
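Enhancer read-out: after compound pinning and an initial kinetic agonist-mode read, an EC20 of TRH (10 nM final) was injected and fluo-8 calcium signal (Ex 480/Em 530) followed at 1 s/cycle for 100 cycles in TRHR-expressing cells.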
TrxR1 substrate: rat thioredoxin reductase 1 substrate activity; purified TrxR1 substrate turnover, NADPH consumption readout; Potency, µM (highest dose often 114 µM), for the others: at the top dose activity change, negative = substrate turnover; actives 0.01% (n = 390,000); AID 588456; also: potency is read from the fitted curve at half-maximal effect; % is scaled to controls: 0 for no effect and ±100 for the full control effect; nearly all actives have a fitted effect of over 50% in size
Target sequence (O89049 whole entry, looked up): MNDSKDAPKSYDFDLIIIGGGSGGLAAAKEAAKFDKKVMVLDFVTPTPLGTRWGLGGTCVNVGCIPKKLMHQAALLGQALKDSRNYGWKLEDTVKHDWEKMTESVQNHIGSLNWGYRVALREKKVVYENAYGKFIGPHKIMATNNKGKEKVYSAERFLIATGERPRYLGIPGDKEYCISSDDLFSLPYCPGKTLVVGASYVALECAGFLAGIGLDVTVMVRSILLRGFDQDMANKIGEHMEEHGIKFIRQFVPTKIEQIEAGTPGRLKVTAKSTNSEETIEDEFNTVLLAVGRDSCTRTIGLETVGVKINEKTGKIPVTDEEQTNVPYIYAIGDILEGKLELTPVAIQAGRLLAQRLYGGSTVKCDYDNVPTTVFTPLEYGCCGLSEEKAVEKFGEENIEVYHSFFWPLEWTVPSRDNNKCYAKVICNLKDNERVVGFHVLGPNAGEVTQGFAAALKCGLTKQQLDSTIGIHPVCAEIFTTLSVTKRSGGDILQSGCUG
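Rat TrxR1, dispensed at 90 nM, was prereduced with 400 uM NADPH (final) for 5 min at ~22 deg C, then incubated with compound 15 min before 400 uM selenite. A first-read NADPH fluorescence drop versus no-compound background flagged substrates.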
D2 antagonist: antagonizes the human D2 dopamine receptor; P14416; HEK293 TREx D2 cells, calcium flux, dopamine EC80; inhibition, % at 10 µM; actives 2% (n = 340,000); AID 485344; in the data active = inhibition above about 30%; also: 0% is about no effect
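Inhibition of EC80 dopamine-driven calcium flux, recorded kinetically, defines activity here; cells are a tetracycline-induced HEK293 T-REx line expressing force-coupled D2.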
D2 agonist: D2 dopamine receptor (human) agonism. P14416. HEK293 T-REx D2 cells, calcium flux agonist mode. activation, % at 2 µM. actives 0.53% (n = 340,000);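 active = activation over 3 SD above normal in the single-dose calcium agonist read, cut at about 30% in these data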; also: 0% is about no effect
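Tetracycline-induced HEK293 Trex cells with D2 receptor force-coupled to calcium signaling, plated overnight at 30 C and loaded with no-wash calcium dye. Calcium flux read kinetically for 180 s after compound addition; responses flag agonists.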
TRHR agonist: agonists of human TRH receptor; P34981; TRHR cells, calcium flux fluo-8, FDSS agonist mode; activation, % at 2 µM; actives 0.18% (n = 360,000); AID 493084; in the data active = activation above about 30%; also: 0% is about no effect
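Fluo-8-loaded TRHR cells; 10 s baseline, compound added, kinetic Ca2+ fluorescence read 1/s, agonist mode.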
Pin1 inh: blocks the human prolyl isomerase Pin1; actives 0.009% (n = 390,000); AID 504891; Pin1 FP peptide displacement, HiFluor488, 10 min; Potency, µM (titrated, usually from 115 µM), for inactives: top-dose activity, negative = inhibition, actives largely listed as inhibitors; Q13526; active = well fitted inhibition curve with a large enough effect in the polarisation, with a control signal flat, not every such curve was filed as active; inconclusive = small, poorly fitted or top-dose-only effect, or effect the other way, or a change in a side signal; inactive = no such curve, though single readings can be large or run the other way; the % refers to the polarisation; also: potency is read from the fitted curve at half-maximal effect; % is scaled to controls: 0 for no effect and ±100 for the full control effect
Target sequence (Q13526 whole entry, looked up): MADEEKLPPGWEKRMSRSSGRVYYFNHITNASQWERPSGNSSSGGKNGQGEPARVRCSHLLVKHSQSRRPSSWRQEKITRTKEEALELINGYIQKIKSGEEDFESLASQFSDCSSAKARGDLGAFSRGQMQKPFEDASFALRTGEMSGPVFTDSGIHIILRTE
TrxR1 inh: blocks rat thioredoxin reductase 1; Potency, µM (series often up to 114 µM), inactives show at the highest dose activity change, negative = inhibition, actives largely listed as inhibitors; recombinant rTrxR1, NADPH fluorescence consumption, selenite substrate; O89049; AID 588453; actives 1% (n = 390,000); also: potency is read from the fitted curve at half-maximal effect; % is scaled to controls: 0 for no effect and ±100 for the full control effect; nearly all actives have a fitted effect of over 65% in size
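Rat TrxR1 (90 nM in the dispensed reagent) was pre-reduced with 400 uM NADPH for 5 min at room temperature, then incubated with compound for 15 min. After 400 uM selenite was added, NADPH fluorescence (Ex 340/Em 450 nm) was followed for 8 min.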
mIDH1 inhibitor: human IDH1 R132H inhibition; O75874; IDH1-R132H enzyme, NADPH consumption, diaphorase/resazurin fluorescence; Potency, µM (highest dose often 76.6 µM), for inactives: top-dose activity change, negative = inhibition, hits mostly inhibitors; actives 0.093% (n = 390,000); AID 602179; also: potency is read from the fitted curve at half-maximal effect; % is scaled to controls: 0 for no effect and ±100 for the full control effect; nearly all actives have a fitted effect of over 65% in size
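IDH1-R132H (0.5 ug/mL) preincubated 30 min with compound, then NADPH (0.016 mM) and alpha-KG (2 mM) added; 80 min at RT, pH 7.5. Remaining NADPH coupled via diaphorase/resazurin to fluorescence (540/590 nm); concentration-response curves normalized to no-enzyme control.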
USP1 inh: inhibitors of human USP1/UAF1 deubiquitinase | O94782 | recombinant USP1/UAF1, Ub-Rhodamine cleavage fluorescence | Potency, µM (doses to about 57.1 µM), for inactives: at the top dose activity change, negative = inhibition, most hits filed as inhibitors | actives 0.23% (n = 390,000); also: potency is read from the fitted curve at half-maximal effect; % is scaled to controls: 0 for no effect and ±100 for the full control effect; nearly all actives have a fitted effect of over 60% in size; inactives centre near -12
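USP1/UAF1 complex (1 nM) preincubated 15 min at room temperature with compound, then Ub-Rho substrate (150 nM final) added. Kinetic fluorescence at 480/540 nm over 6 reads at 60 s intervals; 50 mM HEPES pH 7.8, 0.5 mM EDTA, 0.1 mg/ml BSA, 1 mM TCEP, 0.01% Tween-20.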
* hit, by the source's call; ? = inconclusive; · = not tested or not shown; & = joins results of further samples; ! = not confirmed by another sample; [ ] = dose if it differs, or a comment. Unless noted, calls follow the shape of the dose curve; as a rule, active = well fitted inhibition curve with a large enough effect; inconclusive = small, poorly fitted or top-dose-only effect; inactive = no such curve, though single readings can be large or run the other way.

SMILES	TRHR enhancer	TrxR1 substrate	D2 antagonist	D2 agonist	TRHR agonist	Pin1 inh	TrxR1 inh	mIDH1 inhibitor	USP1 inh
COc1ccc(-n2nc(C(=O)NCC(=O)NCc3ccc(F)cc3)c3ccccc3c2=O)c(OC)c1	0	3%[57.1 µM]	·	·	0.3	?	5%[57.1 µM]	0%	-1%
Cn1cccc1/C=N/N1CCN(c2ccccn2)CC1	-2	-1%	25	31*	1.1	-5%	-12%	2%	-26%
COc1ccc(OC)c(S(=O)(=O)NCc2ccccn2)c1	5	-3%	0	0.7	1.2	9%	19%	3%	-8%
COC(=O)C(NC(=O)COc1ccccc1)(Nc1nc2c(s1)CCCC2)C(F)(F)F (centres undefined)	-8	-7%	9	0.1	-0.6	-4%	32µM*	-2%	-2%
CCOC(=O)C1(Cc2ccccc2)CCN(Cc2cnn(CC)c2)CC1	-1	8%	7	0.3	-0.4	0%	22%	2%	-17%
CCC(C)Sc1nnc(CSc2nc(C)cc(C)n2)n1C (centres undefined)	2	6%[57.1 µM]	-6	-0.1	-0.1	1%	2%[57.1 µM]	-9%	-10%
COc1ccc(CCNC(=O)C2CC3Cn4c(nc5ccccc54)C3N2c2ccccc2)cc1 (centres undefined)	·	6%	·	·	·	13%	3%	13%	-31%
O=C(CN(c1ccccn1)S(=O)(=O)c1ccc(F)cc1)Nc1ccc(F)cc1F	-2	46%[activator]	1	0.0	0.5	2%	-4%	-10%	-6%
CCOc1ccc(/C=N/Nc2nc(=O)[nH]nc2C)cc1OC	-2	290%[activator]	-16	0.2	0.3	1%	72%[activator]	4%	-22%
Cn1cccc/c1=N\c1cccc[n+]1C	-1	-11%	21	0.5	0.5	0%	-12%	13%	-17%

5 compounds from above, sorted by formula weight, smallest number first.
SMILES	TRHR enhancer	TrxR1 substrate	D2 antagonist	D2 agonist	TRHR agonist	Pin1 inh	TrxR1 inh	mIDH1 inhibitor	USP1 inh
Cn1cccc/c1=N\c1cccc[n+]1C	-1	-11%	21	0.5	0.5	0%	-12%	13%	-17%
CCC(C)Sc1nnc(CSc2nc(C)cc(C)n2)n1C (centres undefined)	2	6%[57.1 µM]	-6	-0.1	-0.1	1%	2%[57.1 µM]	-9%	-10%
CCOC(=O)C1(Cc2ccccc2)CCN(Cc2cnn(CC)c2)CC1	-1	8%	7	0.3	-0.4	0%	22%	2%	-17%
COc1ccc(CCNC(=O)C2CC3Cn4c(nc5ccccc54)C3N2c2ccccc2)cc1 (centres undefined)	·	6%	·	·	·	13%	3%	13%	-31%
COc1ccc(-n2nc(C(=O)NCC(=O)NCc3ccc(F)cc3)c3ccccc3c2=O)c(OC)c1	0	3%[57.1 µM]	·	·	0.3	?	5%[57.1 µM]	0%	-1%

Going on with the list:
SMILES	TRHR enhancer	TrxR1 substrate	D2 antagonist	D2 agonist	TRHR agonist	Pin1 inh	TrxR1 inh	mIDH1 inhibitor	USP1 inh
COc1cccc(OC)c1C(=O)NNC(=O)c1ccccc1-n1cccc1	0	-3%	-3	0.7	0.0	-1%	4%	15%	-11%
Cc1ccc(OCC(COCc2ccccc2)NC(C)C)cc1 (centres undefined)	·	4%[57.1 µM]	·	·	·	-15%	20%[57.1 µM]	3%	-2%
COc1ccc(CNC(=S)NCc2ccc(F)cc2)cc1OC	-1	-3%	-1	0.1	0.1	-7%	6%	0%	-12%
COc1ccccc1CNC(=O)CCc1ccccc1	3	0%	28	-1.3	-1.1	11%	14%	7%	-15%
Cc1cn2c(nc(=O)c3cccnc32)s1	25	57%[activator]	-11	0.8	0.1	-4%	-19%	1%	-10%
Cn1c(=O)c2[nH]c(CCCCCCCCc3nc4ccccc4[nH]3)nc2n(C)c1=O	·	12%[57.1 µM]	·	·	·	-2%	12%[57.1 µM]	1%	-19%
COc1ccc(S(=O)(=O)N/N=C\c2ccc3c(c2)OCO3)c(OC)c1	2	-9%	-4	-0.1	-0.3	-3%	-9%	11%	-15%
CCNc1[nH]c(=O)n(C)c(=O)c1N=O	-6	-3%	-6	1.5	0.0	0%	-7%	-1%	5%
COc1ccc2oc(=O)cc(CN3CCN(c4ccccc4OC)CC3)c2c1	-2	-1%	·	-0.2	-1.8	3%	12%	-9%	11%
CC(C)(C)C(=O)NC(=S)Nc1ccccn1	1	15%	4	0.0	0.1	-3%	2%[57.1 µM]	11%	-12%
Cc1cc(C(=O)N2CCc3c([nH]c4ccccc34)C2c2cccc(Cl)c2)nn1C (centres undefined)	-2	-8%	5	0.1	-0.5	6%	5%	12%	-20%
CC1CC(C)CN(S(=O)(=O)N2CCCC(C(=O)NCc3ccccc3Cl)C2)C1 (centres undefined)	2	2%	-6	-0.1	0.4	6%	18%	0%	-14%
Cc1ncc([N+](=O)[O-])n1CCO	-11&3	-16%	38*!	0.3&9.8	-1.3&-0.1	0%	-13%	0%	-18%
O=C(NC1(C(F)(F)F)NC(=O)N(c2ccc(F)cc2)C1=O)c1cccs1 (centres undefined)	1	-1%	4	0.5	0.4	-1%	9%	-1%	-19%
CC1(C(=O)Nc2nc3ccc(S(C)(=O)=O)cc3s2)CC1(Cl)Cl (centres undefined)	·	-6%	·	·	·	-7%	9%	-2%	-12%
C=C(C)C1CC=C(C)/C(=N/NC(=O)COc2cccc(C)c2)C1 (centres undefined)	-2	5%	-6	-1.6	-0.1	6%	?	6%	-17%
O=c1c(Br)c(Br)cnn1-c1ccccc1	6	11%	8	0.2	0.2	-2%	?	5%	-5%
Fc1ccccc1NC(=S)N1CCOCC1	-1	-2%	-5	1.4	2.1	13%	-1%	9%	-19%
CCC(NC(=O)c1ccccc1NC(=O)c1ccccc1)C(=O)NNC(=O)c1cccnc1 (centres undefined)	2	2%	3	-0.1	-0.1	-3%	12%	3%	-18%
CN1CCN(C(=O)c2cccc(S(=O)(=O)N3CCCC3)c2)CC1	-4	-1%	9	0.2	0.7	1%	7%	-2%	-23%
O=C1Nc2ccc(F)cc2C12Nc1ccccc1-c1nnc(SCc3ccccc3Cl)nc1O2 (centres undefined)	-3	-19%	8	-0.5	-1.0	7%	-7%[57.1 µM]	-12%	-22%
CCNC(=O)NC(=O)C(C)OC(=O)c1oc2ccccc2c1CSC1CCCCC1 (centres undefined)	-4	-1%	-10	-1.5	-0.2	-7%	5%	?	-22%
CCCNC(=O)c1c(NC(=O)c2ccccc2F)sc2c1CCCCC2	35*	14%	·	0.4	0.2	2%	-1%	-15%	?
COc1c(Cl)cccc1-c1cn2ccc(C)cc2n1	6	70%	35*	0.1	-0.1	-5%	27%[57.1 µM]	27%	-22%
CCCCN(CCCC)C(=O)c1sc2nc(N3CCOCC3)c3c(c2c1N)CCCC3	4	34%[activator]	-8	0.8	0.3	5%	16%	6%	-9%
Cc1ccc(NC(=O)COC(=O)[C@H](C)NC(N)=O)c(C)c1	3	-5%	-5	1.4	1.0	-6%	11%	5%	5%
O=C(c1cc2ccccc2oc1=O)N1CCN(c2ccc(N3CCOCC3)nn2)CC1	16	-8%	-14	1.1	0.4	-2%	8%	12%	?
CCCCC(CCC(=O)Nc1ccc(C(=O)OCC)cc1)C(=O)O (centres undefined)	12	-16%	4	-2.7	0.7	-2%	1%[57.1 µM]	2%	-3%
O=S(=O)(c1ccccc1)c1nc(NCc2ccccc2)sc1Cl	-1	-4%	24	-1.9	-1.3	2%	-23%	-4%	-23%
CCOC(=O)C1=C(Nc2ccccc2)OCC1=O	-4	-7%	-4	0.4	-0.1	2%	-7%	1%	-11%
COc1ccc(NC(=O)c2ccc(-n3cccn3)c([N+](=O)[O-])c2)cc1	-2	-6%	45*	0.1	-0.6	-12%	-63%	14%	-17%
O=C(NCCCN1CCCC1=O)c1cc(NS(=O)(=O)c2ccc(F)cc2)cc(NS(=O)(=O)c2ccc(F)cc2)c1	0	5%[57.1 µM]	-1	0.2	0.2	0%	10%[57.1 µM]	2%	-16%
CCCN(C(=O)c1nn(-c2ccc(OC)cc2)c(=O)c2c1c1ccccc1n2C)c1ccc(CC)cc1	0	-2%	·	0.1	0.5	0%	18%	·	-18%
Cc1ccc(NC(=O)CN2C(=O)NC(Cc3ccccc3)C2=O)c(Br)c1 (centres undefined)	8	4%	-8	-0.1	0.2	1%	29%	2%	?
Cc1csc(C(=O)O)c1-c1c(C)csc1C(=O)O	9	-8%	4	-0.1	-0.1	-6%	-8%	10%	6%
Cc1ccc(S(=O)(=O)Nc2c(C)cc([N+](=O)[O-])cc2C)cc1	·	-16%	·	·	·	-9%	-11%	5%	-9%
O=C(COC(=O)C1COc2ccccc2O1)NC(=O)NC1CCCCC1 (centres undefined)	-1	-5%[57.1 µM]	23	0.4	0.3	-2%	-3%[57.1 µM]	4%	-21%
CSc1nc(C)cc(C)c1C(N)=O	-1	-2%[57.1 µM]	7	0.2	0.5	0%	0%[57.1 µM]	18%	3%
CC(=O)N1CCCc2ccc(NS(=O)(=O)c3cccc(Cl)c3)cc21	4	9%[57.1 µM]	·	-1.8	0.2	-1%	20%[57.1 µM]	-9%	-9%
CCN(CC)S(=O)(=O)c1ccc(N(C)C)c(NC(=O)CC(NC(C)=O)c2ccccc2)c1 (centres undefined)	-7	5%	-23	-0.3	-0.1	0%	27%	12%	-16%
COc1cccc(CC(=O)Nc2ccc(F)c(S(=O)(=O)N3CCOCC3)c2)c1	·	5%	·	·	·	-3%	4%	5%	-7%
CCCC1(C(=O)OCC)NC(c2ccc(N(C)C)cc2)C2C(=O)N(c3ccccc3)C(=O)C21 (centres undefined)	-3	17%[57.1 µM]	-23	0.4	1.1	4%	9%[57.1 µM]	9%	-17%
CCc1c(C)nc(SCC(=O)NC2CCCC2)[nH]c1=O	-2	2%	8	0.4	0.8	-3%	16%	-3%	?

Some of the compounds tested (hit frequency here may not be typical).
